EPAC1 agonist: activates human EPAC1 exchange factor | EPAC1 agonist qHTS, biochemical assay; response scale: 100% = response to 6.5 mM cAMP | Potency, µM (doses to about 154 µM), for the others: top-dose activation, hits mostly activators | 360,000 tested, 0.073% active | AID 720707; further: potency means the concentration at half of the fitted maximal effect; nearly all actives have a fitted effect of over 60% in size
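Fluorescent GDP-exchange assay: 100 nM EPAC1 with 250 nM Rap1B preloaded with BODIPY-GDP and 50 uM GDP; compounds tested as concentration series, 5 min at room temperature, then read every 5 min for 30 min (ex 480/em 540 nm); normalized to 6.5 mM cAMP.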
EPAC2 antag: EPAC2 (human) antagonism; Q8WZA2; EPAC2 GEF exchange of Rap1B-BODIPY-GDP, fluorescence; Potency, µM (titrated, usually from 114 µM), without a hit: at the top dose activity, negative = inhibition, usual class: inhibitors; 360,000 tested, 0.18% active; further: potency means the concentration at half of the fitted maximal effect; on the % scale 0 is the no-effect control and ±100 the full control effect; nearly all actives have a fitted effect of over 45% in size; many of its hits are not listed in these tables
PLK1 PBD inh: blocks phosphopeptide binding to human PLK1 polo-box domain; Potency, µM, inactives show max response, negative = inhibition, hits mostly inhibitors; 360,000 tested, 2.8% active; Plk1 PBD binding of FITC phosphopeptide, fluorescence polarization; AID 720504; further: potency means the concentration at half of the fitted maximal effect; series mostly up to about 57 µM; on the % scale 0 is the no-effect control and ±100 the full control effect; nearly all actives have a fitted effect of over 65% in size
PI5P4Ka inh: blocks human PI5P4K alpha kinase activity; P48426; PI5P4Kalpha enzyme, ADP-Glo luminescence, 60 min; hits give low values; max response, %; 330,000 tested, 1.2% active; AID 652105; active means max response of -50% or lower; inconclusive means between -30% and -50%; inactive means -30% or higher; further: value at the top dose of about 77 µM; on the % scale 0 is the no-effect control and ±100 the full control effect
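Reactions run in 0.038 M HEPES pH 7.4, 0.28 mM EGTA, 0.1% CHAPS and 5% DMSO, with PI5P4Kalpha, substrate, compound and 5 microM ATP final, one hour at room temperature. Readout is ADP-Glo luminescence.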
WRN helicase inh: WRN helicase (human) inhibition; Q14191; WRN helicase unwinding, fluorescent forked duplex, kinetic; Potency, µM (series often up to 114 µM), for inactives: at the highest dose activity change, negative = inhibition, most hits filed as inhibitors; 360,000 tested, 0.46% active; AID 651768; further: potency means the concentration at half of the fitted maximal effect; on the % scale 0 is the no-effect control and ±100 the full control effect; nearly all actives have a fitted effect of over 55% in size
Target sequence (Q14191 whole entry, looked up): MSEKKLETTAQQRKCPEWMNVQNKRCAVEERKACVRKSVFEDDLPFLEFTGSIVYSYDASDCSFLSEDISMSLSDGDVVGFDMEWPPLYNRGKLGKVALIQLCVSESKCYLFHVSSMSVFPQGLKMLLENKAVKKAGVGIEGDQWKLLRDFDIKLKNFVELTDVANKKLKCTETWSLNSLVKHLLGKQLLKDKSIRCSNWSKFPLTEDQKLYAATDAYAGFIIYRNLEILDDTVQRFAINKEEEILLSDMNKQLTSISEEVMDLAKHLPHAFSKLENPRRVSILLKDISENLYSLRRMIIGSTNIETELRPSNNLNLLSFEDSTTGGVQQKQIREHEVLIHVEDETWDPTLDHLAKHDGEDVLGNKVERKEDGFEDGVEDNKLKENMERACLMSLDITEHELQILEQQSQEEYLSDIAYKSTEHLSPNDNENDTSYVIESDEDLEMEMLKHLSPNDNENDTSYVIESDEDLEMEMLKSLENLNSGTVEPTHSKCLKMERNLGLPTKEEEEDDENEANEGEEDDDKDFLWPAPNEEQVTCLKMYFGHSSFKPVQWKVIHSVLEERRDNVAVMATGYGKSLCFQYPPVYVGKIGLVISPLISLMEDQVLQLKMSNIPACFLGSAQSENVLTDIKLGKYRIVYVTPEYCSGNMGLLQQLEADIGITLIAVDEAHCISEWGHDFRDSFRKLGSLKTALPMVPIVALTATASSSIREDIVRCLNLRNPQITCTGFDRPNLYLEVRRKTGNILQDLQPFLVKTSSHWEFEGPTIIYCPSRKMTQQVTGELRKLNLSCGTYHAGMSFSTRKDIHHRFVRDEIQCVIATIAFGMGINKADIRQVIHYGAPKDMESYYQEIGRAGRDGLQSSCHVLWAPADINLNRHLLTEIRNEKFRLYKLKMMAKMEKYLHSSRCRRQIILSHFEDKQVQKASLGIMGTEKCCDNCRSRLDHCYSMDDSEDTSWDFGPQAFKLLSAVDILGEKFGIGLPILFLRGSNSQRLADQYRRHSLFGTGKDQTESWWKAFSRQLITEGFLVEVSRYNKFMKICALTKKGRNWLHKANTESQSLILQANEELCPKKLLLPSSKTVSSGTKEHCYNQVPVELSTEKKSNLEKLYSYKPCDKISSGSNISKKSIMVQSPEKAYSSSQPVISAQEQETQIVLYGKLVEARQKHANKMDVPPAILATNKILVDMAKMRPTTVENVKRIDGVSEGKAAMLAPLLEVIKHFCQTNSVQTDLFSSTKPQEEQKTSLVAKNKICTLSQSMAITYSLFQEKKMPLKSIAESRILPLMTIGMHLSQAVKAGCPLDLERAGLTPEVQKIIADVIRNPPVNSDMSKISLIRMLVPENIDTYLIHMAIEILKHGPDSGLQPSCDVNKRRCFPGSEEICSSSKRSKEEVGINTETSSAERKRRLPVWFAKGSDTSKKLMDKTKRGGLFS
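WRN at 20 nM final preincubated with compound 15 min at room temperature; reaction started with 100 nM fluorophore/quencher forked duplex oligonucleotide and 2 mM ATP final. Unwinding followed kinetically by red fluorescence (ex 525, em 598 nm).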
EPAC1 antagonist: EPAC1 (human) antagonism. EPAC1 GEF assay, Rap1b-BODIPY-GDP exchange fluorescence. Potency, µM (doses to about 115 µM), without a hit: at the highest dose activity change, negative = inhibition, most hits filed as inhibitors. 360,000 tested, 0.14% active. AID 720709;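 further: potency means the concentration at half of the fitted maximal effect; plate controls were vehicle for no effect and positive control for full effect; nearly all actives have a fitted effect of over 50% in size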
Mm-Cpn inhibitor: blocks the Methanococcus maripaludis chaperonin Mm-Cpn. 330,000 tested, 0.031% active. AID 504842. purified Mm-Cpn ATPase, ADP Transcreener TR-FRET. Potency, µM (titrated, usually from 76.9 µM), for inactives: at the highest dose activity, negative = inhibition, usual class: inhibitors; further: potency means the concentration at half of the fitted maximal effect; on the % scale 0 is the no-effect control and ±100 the full control effect; nearly all actives have a fitted effect of over 80% in size
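Reaction buffer contained 30 mM Tris pH 7.4, 100 mM KCl, 5 mM MgCl2 and 1 mM DTT. Mm-CPN (25 nM final) hydrolysed 10 uM ATP over 30 min at 37°C; ADP was read by HTRF.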
CCT modulator: changes cytosolic chaperonin activity | purified chaperonin ATPase assay, HTRF ADP detection, 30 min | activity change, % (no concentration beside the values), hits read low | 360,000 tested, 0.3% active; in the data active means activity change below about -30%; further: on the % scale 0 is the no-effect control and ±100 the full control effect
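TRiC at 40 or 20 nM final (batch-dependent) in 30 mM Tris pH 7.4, 100 mM KCl, 5 mM MgCl2, 1 mM DTT, with compound at single 76 uM and 10 uM ATP, 30 min at 37 deg C. ADP detected by HTRF Transcreener, 665/615 ratio.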
* hit, by the source's call; u = inconclusive; x = not tested or not shown; [ ] = dose if it differs, or a comment. Unless noted, the call rests on the fitted dose curve; in most records, active means well fitted curve in the direction sought with a large enough effect; inconclusive means small, poorly fitted or top-dose-only effect, or another doubt; inactive means no such curve, though single readings can be large; an effect the other way counts as inactive or inconclusive. Only part of the results is shown, so the mix of outcomes need not match the whole.

SMILES | EPAC1 agonist | EPAC2 antag | PLK1 PBD inh | PI5P4Ka inh | WRN helicase inh | EPAC1 antagonist | Mm-Cpn inhibitor | CCT modulator
CCOC(=O)[C@]12CCC=C1N(Cc1cccc3ccccc13)C(=O)[C@H](CC(=O)N1CCCCC1)C2 | 4% | 5% | 3% | 7 | -6% | -2% | x | -1.3
Cc1ccc(C(=O)NNC(=O)c2ccc(Br)s2)cc1S(=O)(=O)N1CCOCC1 | -2% | 2% | 0% | 1 | -5% | -13% | 1% | -2.6
Cc1c(C)c2ccc(OC(C)C(=O)NCc3ccccn3)cc2oc1=O (configuration not stated) | -9% | 2% | 9% | -1 | 4% | 13% | -1% | 0.8
Cc1ccc(Sc2nc3c(c(=O)[nH]c(=O)n3C)n2CCc2ccccc2)cc1 | 1% | 2% | -1% | 3 | 7% | 9% | 1% | -2.7
O=C(CN(CC1CCCO1)C(=O)CNS(=O)(=O)c1ccc(F)cc1)NC1CCCCC1 (configuration not stated) | 13% | 15% | -15% | 0 | -4% | 7% | -1% | -2.3
CCOC(=O)C1=C(C)NC(=O)NC1c1cccs1 (configuration not stated) | 4% | 1% | -10% | -1 | 5% | 15% | 0% | -2.3
CN(C)CCNC(=O)C(=O)NCC1OCCN1S(=O)(=O)c1ccc(F)cc1 (configuration not stated) | 13% | 2% | -5% | 3 | -5% | 2% | x | 0.4
O=C(COC(=O)c1ccc(Cl)nc1)NCc1ccco1 | -19% | 6% | -6% | 3 | 13% | -11% | -1% | 0.2
COc1ccc(C(=O)Nc2ccc(N3CCCC3)cc2)cc1Br | -7% | 15% | -5% | -14 | 14% | 6% | 0% | -0.3
CCC(=O)N1CCc2cc(Br)c(S(=O)(=O)CCC(=O)NCCOC)cc21 | -3% | 16% | -7% | 0 | 7% | -1% | x | -2.7
CCCCCCC(O)(CCN1CCCCC1)c1ccccc1 (configuration not stated) | 8% | 9% | 30µM* | -1 | 14% | -11% | -1% | 1.9
NNc1nc(-c2ccccc2)c2ccccc2n1 | -4% | -5% | -11% | 4 | 1% | -12% | -12% | -1.5
CC(=O)Nc1ccc(NC(=O)CSc2nnc(NC(=O)C3CC(=O)N(c4ccccc4)C3)s2)cc1 (configuration not stated) | -8% | 3% | -13% | -2 | -16% | 14% | -3% | 0.3
COc1ccccc1CCC(=O)Nc1ccc2c(c1)CN(Cc1ccc(C)o1)CC2 | -7% | 7% | -14% | -6 | 2% | 10% | -3% | -1.0
CCn1c(C)nc2cc(C(=O)N/N=C/c3ccc(N4CCOCC4)cc3)ccc21 | -4% | -7% | u | 0 | -5% | -20% | u | -2.8

Shown with values under each structure: 2 of the compounds above.
Sequence of screens – EPAC1 agonist | EPAC2 antag | PLK1 PBD inh | PI5P4Ka inh | WRN helicase inh | EPAC1 antagonist | Mm-Cpn inhibitor | CCT modulator
> O=C(CN(CC1CCCO1)C(=O)CNS(=O)(=O)c1ccc(F)cc1)NC1CCCCC1 (configuration not stated)
 : 13% | 15% | -15% | 0 | -4% | 7% | -1% | -2.3
> CCOC(=O)C1=C(C)NC(=O)NC1c1cccs1 (configuration not stated)
 : 4% | 1% | -10% | -1 | 5% | 15% | 0% | -2.3

(more compounds)
SMILES | EPAC1 agonist | EPAC2 antag | PLK1 PBD inh | PI5P4Ka inh | WRN helicase inh | EPAC1 antagonist | Mm-Cpn inhibitor | CCT modulator
CC(=O)c1c(C)[nH]c(C(=O)CSc2nnc(C3CCCCC3)n2N)c1C | 3% | -6% | -9% | -1 | -8% | -13% | 0% | -0.2
Cc1cc(C)n(/N=C/c2cc([N+](=O)[O-])ccc2O)c(=O)c1 | 3% | 0% | -1% | -21 | 4% | 16% | 2% | -0.1
CCOC(=O)C1=C(COC(=O)/C=C/c2cc(OC)c(OC)c(OC)c2)NC(=O)NC1C (configuration not stated) | -15% | -3% | -3% | -8 | -26% | -13% | 1% | -1.0
Cc1c(NC(=O)c2cnc(Cl)c(Cl)c2)c(=O)n(-c2ccccc2)n1C | 2% | 4% | 4% | 4 | 15% | 29% | 0% | -2.1
Cn1nc(C(=O)NNC(=O)c2cccc(Cl)c2)ccc1=O | 8% | 3% | -9% | 4 | -25% | -6% | 2% | 0.3
CCN(CC)CCNCc1ccc(Br)cc1OCC(=O)NCc1ccccc1 | 15% | 3% | -8% | 5 | -3% | -5% | -2% | -0.6
Cc1ccc2oc(=O)n(CC(=O)N3CCOCC3)c2c1 | -7% | 20% | -3% | -7 | 4% | 3% | -3% | 1.6
O=C(NC1CCCC1)C1CCN(C(=O)Nc2cccc(Cl)c2)CC1 | 7% | 2% | -5% | 0 | 0% | -12% | -2% | -1.8
CCN1CCN(C(c2cccs2)C(C)NC(=O)c2cccnc2)CC1 (configuration not stated) | 0% | -9% | -6% | x | -9% | -14% | 0% | 0.8
Cc1cc(C(C)(C)C)nc2[nH]n(-c3ccccc3)c(=O)c12 | 5% | 1% | -6% | -4 | -1% | -15% | 0% | -1.4
Cc1ccc(C(=O)N2CCCC(N3CCN(c4ccccc4F)CC3)C2)s1 (configuration not stated) | -13% | 3% | 0% | 3 | 12% | -1% | -2% | -0.3
COc1ccc(C2CC(=O)C3=C(C2)Nc2ccccc2N(C(=O)CCC(=O)O)C3c2ccc(F)cc2)cc1OC (configuration not stated) | 5% | -2% | -7% | -5 | -16% | -22% | 0% | 1.4
Cc1nn(CC(=O)O)c(C)c1[N+](=O)[O-] | 1% | 3% | 0% | -11 | -2% | 14% | 0% | -0.4
CC(=O)N1N=C(c2ccccc2O)OC1(C)CC(=O)Nc1ccccc1 (configuration not stated) | -18% | 19% | 5% | 5 | -26%[57.1 µM] | 24% | 0% | 1.0
Cn1c(=O)c2[nH]c(=O)cnc2n(C)c1=S | -1% | 1% | 30µM* | -3 | 2% | -14% | 1% | 0.8
C=CCSC1=C(C#N)C(c2ccccc2Cl)C(C(=O)c2cccs2)C(O)(C(F)(F)F)N1 (configuration not stated) | -9% | 3% | -6% | -6 | -29%[57.1 µM] | 18% | -3% | 0.2
COc1ccc(C)cc1COC(=O)c1[nH]c(C)c(C(C)=O)c1C | -10% | u | -2% | -2 | -7% | -1% | -10% | -0.5
O=C1CCC(C(=O)N2CCCC(Nc3ccc(F)cc3)C2)=NN1 (configuration not stated) | -26% | -2% | -13% | -7 | -25% | -5% | 0% | -0.6
CCc1cc2c(SCC(=O)c3ccccc3)ncnc2s1 | 16% | 1% | -1% | 15 | -8% | 2% | -16% | 0.4
NC(=O)c1nsc(C(=O)N(Cc2cccnc2)C(C(=O)NC2CCCC2)c2ccc(F)cc2)c1N (configuration not stated) | 6% | -8% | -2% | 6 | -3% | -5% | -1% | -0.6
COc1ccc(C2=C(CN(C)C)C(c3ccccc3)c3ccccc3O2)cc1 (configuration not stated) | 7% | -1% | 3% | 16 | -9% | -8% | 2% | -1.5
COc1cc(OC)c(NC(C)C(=O)N2CCCC2)cc1Cl (configuration not stated) | 13% | 15% | -10% | -2 | 5% | 6% | -7% | -3.3
Cc1nn(C(C)C(=O)N2CCOCC2)c(=O)c2nn(-c3ccccc3)c(C)c12 (configuration not stated) | -5% | -2% | 3% | 5 | 0% | -26% | 3% | -0.8
CCN(CC)S(=O)(=O)c1ccc(C(=O)NCC2CCCCC2)cc1 | -1% | -1% | -12% | -7 | 8% | -16% | -15% | -0.1
O=C(CCl)c1cc2c3c(c1)CC(=O)N3CCC2 | -12% | 0% | 1.2µM* | -3 | -11% | -8% | -1% | -2.4
CCOC(=O)c1sc(Nc2nc3cc4c(cc3s2)OCO4)cc1C | 10% | -1% | 1% | 8 | -15% | -16% | -17% | -0.3
O=C1N/C(=C\c2ccccc2)c2ccccc21 | 4% | 9% | -7% | x | 1% | 13% | -5% | 1.1
Cc1ccc(C)c(NS(=O)(=O)c2ccc(-c3coc(C)n3)cc2)c1 | 16% | -10% | -4% | 3 | -5% | -1% | -5% | 0.6
O=C(/C=C/c1ccc(Cl)cc1)c1ccc([N+](=O)[O-])o1 | -4% | 19% | u | -20 | -21% | 0% | 1% | 1.2
NC(=O)C1CCN(C(=S)NCc2ccc3c(c2)OCO3)CC1 | 6% | 10% | -1% | -1 | 7% | -20% | 3% | -6.7
Cc1ccc2[nH]c(=O)c(CN(CCO)Cc3nnnn3CCc3ccccc3)cc2c1 | -2% | -5% | -15% | -4 | u | 4% | -3% | 0.3
S=C(NC1CC1)N1CCCc2ccccc21 | 0% | 1% | 0% | 0 | 1% | -7% | -1% | 1.6
O=C1c2ccccc2CN1C(CO)Cc1ccccc1 (configuration not stated) | 5% | -1% | -2% | -2 | 0% | 20% | 2% | -2.2
CC(=O)c1sc(NC(=O)CSC(C)C(=O)Nc2cc(C)on2)nc1-c1ccccc1 (configuration not stated) | 3% | 12% | 3% | 1 | -8% | -2% | 0% | -0.8
COc1ccccc1CN1CC(C(=O)NCc2cccc(C)n2)CCC1=O (configuration not stated) | -4% | 1% | -5% | -6 | 0% | 21% | 2% | -1.2
CC(C)(C)c1ccc(C(=O)NNc2cc(N3CCOCC3)nc(N3CCOCC3)n2)cc1 | -10% | -21% | -15% | 2 | -11% | -8% | -1% | -0.9
COc1ccc(C(=O)CNc2ccccc2CO)cc1 | 11% | -13% | -9% | 0 | -4% | -2% | -5% | -0.5
CCN(CC)CCNC(=O)c1ccc(NC(=O)c2ccc(Cl)c(S(=O)(=O)N3CCCCCC3)c2)cc1 | 6% | -9% | -8% | 7 | 7% | -11% | -1% | -0.4
CC(C)CC(=O)OCC(=O)Nc1ccccc1Sc1ccccc1 | 7% | u | -16% | -8 | -7% | -21% | -3% | -1.5
CC(=O)NC(Cc1ccc(F)cc1)C(=O)NC1CCN(c2ncccc2[N+](=O)[O-])CC1 (configuration not stated) | 3% | 4% | -10% | 3 | 8% | -1% | -2% | -1.9
CCN(CC(=O)NCc1ccc(F)cc1)C(=O)Cc1c(F)cccc1Cl | 5% | 2% | -6% | 1 | 14% | 15% | -2% | -0.9
CSc1ccc(C(O)c2ncc(-c3ccccc3F)[nH]2)cc1 (configuration not stated) | -13% | -1% | 0% | -5 | -6% | -6% | x | -0.6

High-throughput results deposited in PubChem BioAssay by National Center for Advancing Translational Sciences (NCATS).
